PvdQ inh = P. aeruginosa PvdQ acylase inhibition. 0.063% of 340,000 active. inhibition, % at 10 µM. purified PvdQ acylase, fluorescence plate reader. AID 488965; in the data active means inhibition above about 30%, passing the limit was not always enough; inconclusive means no clear call, values can overlap the other calls;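 further: 0% = vehicle neutral wells and 100% = reference inhibitor wells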
SR-BI DiI-HDL act = activators of SR-BI mediated HDL lipid uptake | CHO ldlA[mSR-BI] cells, DiI-HDL uptake fluorescence, 3 h; 100 = double the neutral-control signal | activation, % at 12.5 µM | 0.096% of 320,000 active | AID 504775;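 active means mean replicate activation of at least 60% and every replicate at or above 60%; inconclusive means mean or all-replicate condition met, but not both; inactive means mean below 60% and not all replicates reaching 60%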;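 further: 0% = median plate neutral-control signal and 100% = twice that signal; values of inactives mirror those of a sister screen read the other way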
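Test system: SR-BI-overexpressing, LDLR-lacking CHO cells; Medium: Ham's F12 with 0.5% BSA, HEPES 25 mM, pH 7.4; Schedule: 3 h, 37 °C; Technique: bottom-read fluorescence, 550/595 nm.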
SR-BI HDL uptake = mouse SR-BI HDL lipid transfer inhibition. ldlA[mSR-BI] CHO cells, DiI-HDL uptake fluorescence, 3 h. inhibition, % at 12.5 µM. 0.96% of 320,000 active;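 active means mean replicate inhibition of at least 70% and a set share of replicates each scoring 70 or more; inconclusive means meets just one of the two criteria; inactive means fails both criteria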;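 further: 0% = median of neutral control wells and 100% = median of positive control wells; values of inactives mirror those of a sister screen read the other way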
Rtt109 HAT inh = C. albicans Rtt109 histone acetyltransferase inhibition; Q5AAJ8; purified Rtt109/Vps75, ThioGlo CoA-SH fluorescence, 4 h; inhibition, % at 34.9 µM; 0.16% of 330,000 active;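 active means inhibition of at least 50% in every replicate; inconclusive means best replicate reaches 50% inhibition but some replicates fall short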
Target sequence (Q5AAJ8 whole entry, looked up): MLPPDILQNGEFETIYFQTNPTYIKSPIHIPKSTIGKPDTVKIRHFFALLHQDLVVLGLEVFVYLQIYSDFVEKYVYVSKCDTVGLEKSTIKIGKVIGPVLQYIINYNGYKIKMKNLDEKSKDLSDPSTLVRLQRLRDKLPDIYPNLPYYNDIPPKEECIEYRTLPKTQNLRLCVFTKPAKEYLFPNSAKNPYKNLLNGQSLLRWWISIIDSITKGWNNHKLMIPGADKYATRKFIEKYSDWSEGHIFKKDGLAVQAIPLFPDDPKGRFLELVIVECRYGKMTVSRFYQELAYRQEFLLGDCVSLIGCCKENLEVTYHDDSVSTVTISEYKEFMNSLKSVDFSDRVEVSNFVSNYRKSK
RTF Ca sens act = cardiac RTF calcium sensitization; 0.24% of 340,000 active; P19429+P45379; activation, % at 7.2 µM; IANBD-labeled TnC RTF fluorescence at EC20 calcium; 0% EC20 calcium, 100% full calcium; AID 493008;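 active means activation above the mean over all tested compounds plus 3 SD, cut at about 30% in these data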;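 further: rise in fluorescence read as greater calcium sensitivity of cardiac thin filaments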
dFosB act = enhances mouse delta FosB homodimer DNA binding. activation, % at 25 µM. AID 493131. 0.99% of 340,000 active. purified delta FosB, TAMRA-CDK5 oligo fluorescence polarization; percent of positive-control signal above neutral wells;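 active means mean activation above about 17%, with every replicate also reaching it, limit read from the data, passing the limit was not always enough; inconclusive means only one of the two conditions met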;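 further: fluorescence polarization rise as delta FosB binds a TAMRA Cdk5 AP-1 oligo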
Target sequence (P13346 whole entry, looked up): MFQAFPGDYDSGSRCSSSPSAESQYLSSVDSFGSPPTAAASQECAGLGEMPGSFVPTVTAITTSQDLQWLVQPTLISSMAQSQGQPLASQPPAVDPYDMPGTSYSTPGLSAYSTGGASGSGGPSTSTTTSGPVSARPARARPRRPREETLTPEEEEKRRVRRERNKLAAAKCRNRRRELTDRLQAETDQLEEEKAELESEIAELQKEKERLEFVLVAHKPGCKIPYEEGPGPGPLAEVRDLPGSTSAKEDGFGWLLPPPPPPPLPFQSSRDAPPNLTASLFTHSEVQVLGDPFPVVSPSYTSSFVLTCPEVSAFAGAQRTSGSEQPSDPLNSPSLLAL
HTR5A ag ctr = activates human HTR5A in OPRM1-OPRD1 agonist counter-screen; P47898; HTR5A agonist assay, luminescence, cell-based; activation, % at 9.3 µM; 0.61% of 340,000 active; in the data active means activation mostly above about 9.5%, no sharp cut-off; inactive means mostly below about 7.6%;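 further: 0% = cells with vehicle only and 100% = reference agonist; strong numbers were not always called active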
Target sequence (P47898 whole entry, looked up): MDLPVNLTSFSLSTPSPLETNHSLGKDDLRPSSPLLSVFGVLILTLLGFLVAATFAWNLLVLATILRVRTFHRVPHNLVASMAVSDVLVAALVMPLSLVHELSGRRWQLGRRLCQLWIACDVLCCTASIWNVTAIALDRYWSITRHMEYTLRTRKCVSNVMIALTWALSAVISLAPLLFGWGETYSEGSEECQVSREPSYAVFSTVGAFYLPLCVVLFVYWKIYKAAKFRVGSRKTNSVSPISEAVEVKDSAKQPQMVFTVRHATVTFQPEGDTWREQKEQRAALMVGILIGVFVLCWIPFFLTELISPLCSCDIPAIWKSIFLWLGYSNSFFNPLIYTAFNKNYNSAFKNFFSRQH
MITF TRPM1 HTS = increases MITF-driven TRPM1 promoter luciferase signal; SK-MEL-5 TRPM1-promoter luciferase, 24 h; % of positive control, neutral wells = 0; activation, % at 12.5 µM; 0.75% of 300,000 active; AID 588334;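 active means mean activation of at least 80% with every replicate also reaching 80%; inconclusive means mean reaches 80% but some replicate falls short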;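 further: 0% = neutral control wells and 100% = parthenolide positive control wells; values of inactives mirror those of a sister screen read the other way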
Wnt act = activators of Wnt/beta-catenin signaling; Wnt/beta-catenin reporter cell assay, activator, plate reader; 1.2% of 300,000 active; activation, % at 9.35 µM; AID 743398; in the data active means activation above about 30%, passing the limit was not always enough; inconclusive means no clear call, values can overlap the other calls;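 further: 0% = neutral control wells and 100% = positive control wells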
CDK5 inh = CDK5/p35 (human) kinase inhibition; Q00535+Q15078; Recombinant CDK5/p35, ADP-Glo luminescence, 60 min; inhibition, % at 10 µM; 0.01% of 330,000 active; AID 488839;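 active means highest replicate inhibition of at least 50% and at least 75% of replicates reaching 50%; inconclusive means only one of the two criteria met; inactive means both criteria failed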;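 further: plate controls were DMSO neutral control for no effect and GW8510 at 10 µM for full effect; many of its hits are not listed in these tables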
* = called active by the depositor; ? = inconclusive; · = no result given.

item	mol	dFosB act	CDK5 inh	PvdQ inh	SR-BI DiI-HDL act	Wnt act	HTR5A ag ctr	Rtt109 HAT inh	SR-BI HDL uptake	MITF TRPM1 HTS	RTF Ca sens act
1	Cc1ccc(-n2c(CSc3nc(C)cc(C)n3)nnc2SCC(=O)NCc2ccco2)cc1	-5	0.1	-13	5	-3	9	-3	-5	0	-1
2	CS(=O)(=O)N1CCN(c2ccc([N+](=O)[O-])c(N3CCOCC3)c2)CC1	-13	-2.4	-9	-5	·	-5	10	5	-7	11
3	CCOC(=O)c1c(NC(=O)COC(=O)c2ccc(O)cc2)sc(C(=O)N(C)C)c1C	-19	-7.9	-10	-42	0	2	5	42	-5	2
4	O=C(N/N=C/c1ccc(OCC2COCCO2)cc1)c1ccc(Br)cc1 (configuration not stated)	0	-1.3	-13	-74	-2	-2	-4	74*	4	2
5	Cc1ccc(C(=O)Nc2ncnc3sc4c(c23)CCCCC4)cc1	-6	-1.9	3	8	-9	2	2	-8	·	-4
6	COc1ccccc1N(CC(=O)NCc1ccccc1)C(=O)CCC(=O)Nc1ccccn1	-6	0.4	8	13	-3	7	19	-13	·	-11
7	CCc1cc(/C(Cc2cscn2)=N\O)c(O)cc1O	1	1.6	-19	26	·	-3	-4	-26	-12	-2
8	O=C1NCN(c2ccccc2)C12CCN(CCCC(c1ccc(F)cc1)c1ccc(F)cc1)CC2	?	-0.7	5	5	-13	6	-5	-5	-7	-5
9	Cc1ccc2oc(=O)n(CC(=O)N3CCOCC3)c2c1	-5	0.0	-12	3	-1	-1	-19	-3	2	-1
10	Cc1c(C(=O)N2CCN(C/C=C/c3ccccc3)CC2)oc2c(F)cccc12	-6	-0.1	-7	20	0	2	-9	-20	0	-4
11	CCNC(=O)CN(c1ccc(Cl)cc1)S(=O)(=O)c1ccccc1	-2	0.3	-13	10	·	-2	·	-10	·	-3
12	O=C(CN(Cc1ccccc1)C(=O)CNS(=O)(=O)c1ccccc1)NCc1ccco1	-7	-1.4	-13	2	0	-2	0	-2	3	-3
13	Cc1ccccc1NC(=O)c1cccc(C(=O)Nc2ccccc2C)c1	-3	-0.3	-25	·	-2	0	3	·	·	4
14	O=C(Cc1cccc(NC(=O)C2CCN(C(=O)c3ccccc3)CC2)c1)Nc1cccc(C(=O)N2CCCCC2)c1	-9	0.6	-16	-1	-1	4	0	1	4	4
15	CCS(=O)(=O)N1Cc2ccccc2CC1C(=O)Nc1nnc(SCc2ccc(C#N)cc2)s1 (configuration not stated)	-7	0.6	5	-27	-9	5	-9	27	8	-3

Profiles as entered above.
Results for Cc1c(C(=O)N2CCN(C/C=C/c3ccccc3)CC2)oc2c(F)cccc12 = dFosB act = -6; CDK5 inh = -0.1; PvdQ inh = -7; SR-BI DiI-HDL act = 20; Wnt act = 0; HTR5A ag ctr = 2; Rtt109 HAT inh = -9; SR-BI HDL uptake = -20; MITF TRPM1 HTS = 0; RTF Ca sens act = -4
Results for Cc1ccc(-n2c(CSc3nc(C)cc(C)n3)nnc2SCC(=O)NCc2ccco2)cc1 = dFosB act = -5; CDK5 inh = 0.1; PvdQ inh = -13; SR-BI DiI-HDL act = 5; Wnt act = -3; HTR5A ag ctr = 9; Rtt109 HAT inh = -3; SR-BI HDL uptake = -5; MITF TRPM1 HTS = 0; RTF Ca sens act = -1

Copied from the list:
RTF Ca sens act with no. 5 → -4
SR-BI DiI-HDL act with no. 2 → -5

The list continues:
item	mol	dFosB act	CDK5 inh	PvdQ inh	SR-BI DiI-HDL act	Wnt act	HTR5A ag ctr	Rtt109 HAT inh	SR-BI HDL uptake	MITF TRPM1 HTS	RTF Ca sens act
16	CCOc1ccc(OCCN2CCCCC2)cc1	-4	·	2	19	·	3	-5	-19	5	4
17	COc1ccc(-c2cnc(SCC(=O)Nc3cc(C)on3)n2Cc2ccco2)cc1	-7	0.5	-4	31	·	-1	11	-31	15	-4
18	CCCCn1c(SCC(=O)c2c(N)n(C3CC3)c(=O)[nH]c2=O)nc2cc(S(N)(=O)=O)ccc21	-13	0.0	-18	-5	-1	1	-1	5	8	2
19	Nc1ccccc1/C=N\N=C/c1ccccc1N	2	-0.3	21	-22	6	5	14	22	19	8
20	Cc1oc(-c2cccc(Cl)c2)nc1CN1CCC(C(=O)NCc2ccco2)CC1	-2	2.1	-10	-28	-2	-2	-1	28	·	7
21	Cc1ccc(NC(=O)COc2ccccc2C#N)cc1S(=O)(=O)N1CCCCCC1	-16	0.7	-3	-45	6	6	-13	45	21	-5
22	COc1ccc(OC)c(NC(=O)C2CCN(C(=O)C3CC(=O)N(c4ccc(C)cc4)C3)CC2)c1 (configuration not stated)	-8	-0.7	-12	·	0	1	-5	·	·	7
23	COc1ccc(-c2nc(CN3CCN(Cc4cccc(Cl)c4)CC3)c(C)o2)cc1	-10	1.0	-19	-25	-1	-2	-1	25	·	-2
24	CCCN(CCC)S(=O)(=O)c1ccc(C(=O)Nc2nnc(CSC)o2)cc1	-8	-0.6	-14	-8	-3	-1	8	8	-15	4
25	Cn1c(=O)c2c(nc(CN3CCOCC3)n2CC(=O)c2ccccc2)n(C)c1=O	6	-0.3	-14	0	·	3	2	0	·	-1
26	Cc1ccc(C(=O)OCC(=O)Nc2cccc(Cl)c2C)c(O)c1	20*	1.1	-4	·	-1	-1	0	·	-5	-1
27	CCc1ccc(CNC(=O)c2ccc3nc(C4CCCCC4)oc3c2)nc1	-3	-1.1	-12	4	3	0	9	-4	-4	0
28	O=C1CCN(Cc2ccco2)C(=S)N1	-1	-0.9	-11	23	-4	0	1	-23	0	8
29	Cc1cccn2c(CNCC3(c4ccccc4)CCCC3)c(C(=O)N3CCOCC3)nc12	-13	-2.0	-7	7	0	2	9	-7	5	-4
30	C=CCNC(=O)C(=O)c1cccn1-c1ccsc1C(=O)OC	2	2.1	-11	9	-14	-2	-1	-9	-3	5

dFosB act, entries above that show a hit
nr	SMILES	dFosB act	CDK5 inh	PvdQ inh	SR-BI DiI-HDL act	Wnt act	Rtt109 HAT inh	SR-BI HDL uptake	MITF TRPM1 HTS
26	Cc1ccc(C(=O)OCC(=O)Nc2cccc(Cl)c2C)c(O)c1	20*	1.1	-4	·	-1	0	·	-5

Next section:
item	mol	dFosB act	CDK5 inh	PvdQ inh	SR-BI DiI-HDL act	Wnt act	HTR5A ag ctr	Rtt109 HAT inh	SR-BI HDL uptake	MITF TRPM1 HTS	RTF Ca sens act
31	O=C(CCCN1C(=O)/C(=C/c2ccc3c(c2)OCO3)SC1=S)Nc1ccc(C(=O)O)cc1	2	-0.1	5	·	4	-4	1	-27	-22	5
32	COc1ccc(/C=N/NC(=O)c2cccc(NC(=O)c3ccccc3)c2)c(C(=O)O)c1OC	-3	-0.9	-4	3	·	1	-12	-3	-17	2
33	Cc1ccc(-c2nc(CN(C)C)cc(CN(C)C)c2O)cc1	-6	1.6	10	25	-3	4	8	-25	11	-5
34	O=C(COC(=O)c1n[nH]c(=O)c2ccccc12)Nc1ccccc1	-11	0.0	-10	-24	1	-1	-19	24	-1	-7
35	CCOC(=O)N1CCN(C(=O)c2cnc3n(c2=O)CCS3)CC1	2	3.0	-11	·	·	4	-6	·	-1	9
36	O=C(O)c1ccc(CSc2nc3ccc(NC(=O)c4ccccc4C(=O)O)cc3s2)cc1	-11	0.3	-3	0	-1	-2	2	0	1	2
37	CC(C)Nc1ccc(C(CC(N)=O)NC(=O)c2ccc(Br)cc2)cc1[N+](=O)[O-] (configuration not stated)	-6	2.3	-9	1	-3	-5	11	-1	45	-3
38	CSc1ccccc1NC(=O)COC(=O)CCCOc1ccc(C)cc1	-8	0.4	0	23	1	3	-4	-23	-11	-1
39	Cc1cc(C)c(NC(=S)N2CCN(c3ccc([N+](=O)[O-])cn3)CC2)cc1C	8	0.2	8	-30	8	6	0	30	·	-1
40	C=CCSC1=N/C(=C\c2cccnc2)C(=O)N1c1ccc(OC)cc1	-5	·	6	-23	-8	1	-2	22	-5	-6
41	CCc1ccc(S(=O)(=O)c2nnn3c2nc(N2CCOCC2)c2ccccc23)cc1	-8	1.5	-2	3	1	3	8	-3	-3	-6
42	Cc1oc2c(cc(NS(=O)(=O)c3ccc(F)cc3)c3ccccc32)c1C(=O)O	-7	-3.1	-6	·	0	7	-1	·	-31	1
43	CC(=O)c1c(C)oc2ccc(NS(=O)(=O)c3ccc(C(=O)O)cc3)cc12	-9	2.5	-14	5	1	4	-6	-5	5	-9
44	N#Cc1c(Nc2ccccc2)c(/C=N/N=C/c2ccccc2)c[nH]c1=O	-12	-1.2	-2	4	-2	3	7	-4	25	-4
45	Cc1csc(SC(C)C(=O)NCc2ccc3c(c2)OCO3)n1 (configuration not stated)	0	0.6	-24	-2	-2	0	-9	2	14	5
46	COc1ccc(C(=O)NCC(C)(C)CNC(=O)c2ccc(OC)c(OC)c2)cc1OC	-11	0.6	-13	-18	-4	1	-19	18	1	12

A second format for some results above.
44) N#Cc1c(Nc2ccccc2)c(/C=N/N=C/c2ccccc2)c[nH]c1=O
  dFosB act: -12; CDK5 inh: -1.2; PvdQ inh: -2; SR-BI DiI-HDL act: 4; Wnt act: -2; HTR5A ag ctr: 3; Rtt109 HAT inh: 7; SR-BI HDL uptake: -4; MITF TRPM1 HTS: 25; RTF Ca sens act: -4

45) Cc1csc(SC(C)C(=O)NCc2ccc3c(c2)OCO3)n1 (configuration not stated)
  dFosB act: 0; CDK5 inh: 0.6; PvdQ inh: -24; SR-BI DiI-HDL act: -2; Wnt act: -2; HTR5A ag ctr: 0; Rtt109 HAT inh: -9; SR-BI HDL uptake: 2; MITF TRPM1 HTS: 14; RTF Ca sens act: 5

32) COc1ccc(/C=N/NC(=O)c2cccc(NC(=O)c3ccccc3)c2)c(C(=O)O)c1OC
  dFosB act: -3; CDK5 inh: -0.9; PvdQ inh: -4; SR-BI DiI-HDL act: 3; Wnt act: ·; HTR5A ag ctr: 1; Rtt109 HAT inh: -12; SR-BI HDL uptake: -3; MITF TRPM1 HTS: -17; RTF Ca sens act: 2

42) Cc1oc2c(cc(NS(=O)(=O)c3ccc(F)cc3)c3ccccc32)c1C(=O)O
  dFosB act: -7; CDK5 inh: -3.1; PvdQ inh: -6; SR-BI DiI-HDL act: ·; Wnt act: 0; HTR5A ag ctr: 7; Rtt109 HAT inh: -1; SR-BI HDL uptake: ·; MITF TRPM1 HTS: -31; RTF Ca sens act: 1

High-throughput results deposited in PubChem BioAssay by several laboratories.
